OXTR ag: agonists of human oxytocin receptor; P30559; CHO-OTR cells, Fluo-8 calcium fluorescence; normalized: DMSO 0%, oxytocin 100%; activation, % at 3 µM; 320,000 tested, 0.32% active;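 active = activation above the mean of all tested compounds plus 3 SD, cutoff set per screening run, cut at about 20% in these data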;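 note: peak over basal fluorescence ratio from a 100 s FLIPR kinetic read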
Target sequence (P30559 whole entry, looked up): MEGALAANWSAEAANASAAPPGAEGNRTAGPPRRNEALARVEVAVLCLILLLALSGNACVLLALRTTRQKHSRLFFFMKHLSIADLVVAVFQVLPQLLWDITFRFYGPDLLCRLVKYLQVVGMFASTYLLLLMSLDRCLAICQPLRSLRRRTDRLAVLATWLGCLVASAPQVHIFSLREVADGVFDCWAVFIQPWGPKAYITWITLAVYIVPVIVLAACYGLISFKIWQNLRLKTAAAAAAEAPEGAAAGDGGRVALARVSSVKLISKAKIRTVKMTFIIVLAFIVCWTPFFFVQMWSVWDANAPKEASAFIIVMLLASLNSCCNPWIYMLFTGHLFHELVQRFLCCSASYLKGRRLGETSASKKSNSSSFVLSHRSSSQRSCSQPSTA
M1 antag: blocks human M1 muscarinic receptor | P11229 | 360,000 tested, 1.3% active | CHO-K1 hM1, Fluo-8 calcium fluorescence, ACh EC80 antagonist | inhibition, % at 3 µM;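 active = percent inhibition above its own plate's cutoff, namely the mean of that plate's compound wells plus 3 SD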;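 note: peak over basal fluorescence ratio during 140 s after agonist addition; 0% = ACh EC80 plus DMSO and 100% = DMSO alone without agonist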
OXTR potentiator: human OXTR potentiation; P30559; CHO-OTR cells, Fluo-8 calcium fluorescence, potentiator mode; 0% = oxytocin EC15, 100% = EC100; activation, % at 3 µM; 320,000 tested, 0.061% active; AID 2445;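 active = activation above that plate's cutoff, the mean activation of tested compounds plus 3 SD, cut at about 6.6% in these data, passing the limit was not always enough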;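 note: 100% uses oxytocin at 75 nM as the full agonist control; some results filed as inactive read as strong as hits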
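Dosing: Single dose, 3.0 µM nominal final compound concentration | Material: Human OTR in CHO cells | Technique: Kinetic Fluo-8 calcium fluorescence | Benchmarks: EC15 oxytocin alone as 0%, 75 nM oxytocin as 100% | Probe or stimulus: Oxytocin at about EC15, sub-maximal agonist stimulus | Incubation: Compound 6 min at room temperature before oxytocin, 100 s read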
CHRM1 agonist: human M1 muscarinic receptor agonism. 360,000 tested, 0.33% active. P11229. AID 588814. activation, % at 3 µM. CHO-K1 hM1, Fluo-8 calcium fluorescence, agonist mode; 0% DMSO, 100% acetylcholine EC100;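 active = activation above the run's mean compound activation plus 3 SD, cut at about 16% in these data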;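 note: peak over basal fluorescence ratio within a 140 s kinetic read after compound addition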
TAAR1 ag: agonists of human TAAR1. AID 624467. CHO RD-HGA16 TAAR1, Fluo-8 calcium fluorescence; vehicle wells 0%, saturating PEA agonist 100%. 360,000 tested, 0.99% active. activation, % at 3 µM;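 active = activation above the mean activation of all test compounds in the run plus 3 SD, cut at about 38% in these data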
Target sequence (Q96RJ0 whole entry, looked up): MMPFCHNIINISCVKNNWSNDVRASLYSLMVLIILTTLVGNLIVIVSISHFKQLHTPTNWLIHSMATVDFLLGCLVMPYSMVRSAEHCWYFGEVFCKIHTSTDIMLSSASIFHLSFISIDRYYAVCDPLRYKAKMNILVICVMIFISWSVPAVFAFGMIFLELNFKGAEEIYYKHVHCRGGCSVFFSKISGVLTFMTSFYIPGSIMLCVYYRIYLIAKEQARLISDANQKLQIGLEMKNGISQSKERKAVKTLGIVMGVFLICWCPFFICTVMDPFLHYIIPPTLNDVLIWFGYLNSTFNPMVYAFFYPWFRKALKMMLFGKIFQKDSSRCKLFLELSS
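Assay system: CHO-derived RD-HGA16 cells with stable Gα16 and human TAAR1; timing: 17-24 h seeding, 75 min 37 °C dye, 30 min RT; read-out: % activation from peak over basal fluorescence ratio, DMSO-to-PEA scaled; measured by: kinetic Fluo-8 calcium fluorescence; benchmarks: low control DMSO, high control PEA (EC100); doses: 3 µM single concentration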
TAAR1 antag: human TAAR1 antagonism. Q96RJ0. CHO RD-HGA16 TAAR1, Fluo-8 calcium fluorescence, antagonist. inhibition, % at 3 µM. 360,000 tested, 1.5% active. AID 624466;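 active = inhibition above a per-plate cutoff, the mean inhibition of test compounds on that plate plus 3 SD, cut at about 49% in these data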;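 note: 0% = DMSO plus EC80 beta-PEA response and 100% = DMSO alone without agonist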
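System: RD-HGA16 CHO cells with stable hTAAR1 and Gα16 | Probe or stimulus: EC80 β-phenethylamine stimulus | Dosing: 3 µM, single point | Times: Dye loading 75 min at 37 °C, then 30 min room temperature | Measured by: Fluo-8 calcium-sensitive fluorescence | Read-out basis: % inhibition of agonist calcium response | Replicates: n of 1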
V1aR counter: counter-screen for oxytocin receptor agonists: human V1a receptor agonists; P37288; CHO-V1R cells, Fluo-8 calcium fluorescence, agonist mode; 0% DMSO, 100% 3 nM vasopressin; activation, % at 3 µM; 320,000 tested, 0.25% active; AID 2797;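 active = activation above the mean activation of all tested compounds plus 3 SD, per screening run, cut at about 20% in these data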;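 note: signal is peak over basal fluorescence ratio across a 100 second FLIPR read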
CHRM1 PAM: positive allosteric modulators of human M1 muscarinic receptor | P11229 | CHO-K1 hM1, Fluo-8 calcium fluorescence, ACh EC20; 0% = ACh EC20, 100% = maximal ACh | activation, % at 3 µM | 360,000 tested, 0.088% active | AID 588819; in the data active = activation above about 19%, passing the limit was not always enough
CHO parental Ca: signal in parental CHO cells, OX1R antagonist counter-screen. parental CHO-K1, ATP-induced calcium, Fluo-8 fluorescence. inhibition, % at 5.6 µM. 330,000 tested, 0.63% active;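 active = inhibition above that plate's mean sample inhibition plus 3 SD, cut at about 26% in these data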;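 note: 0% = ATP-challenged DMSO wells and 100% = DMSO wells without ATP; some compounds past the cut are filed as inactive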
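Material – parental CHO cells · Reagent – ATP stimulus · Compound – single nominal dose of 5.6 µM per compound · Detection – Fluo-8 fluorescence · Read-out basis – percent inhibition of calcium signal · Controls – ATP-challenged DMSO wells low, unchallenged DMSO wells high · Repeats – no replicates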
An asterisk follows results filed as active; . = not tested or not shown.

SMILES | OXTR ag | M1 antag | OXTR potentiator | CHRM1 agonist | TAAR1 ag | TAAR1 antag | V1aR counter | CHRM1 PAM | CHO parental Ca
CC(=O)Nc1ccc(S(=O)(=O)N2CCN(C(=O)c3ccccc3F)CC2)cc1 | 1.4 | -2.4 | -6.6 | -1.5 | 6.1 | 6.1 | 1.3 | 3.8 | -6.3
COc1ccc(OCc2nnc(SC(C)C(=O)Nc3ccc(N4CCOCC4)cc3)n2C)cc1 (configuration not stated) | . | -3.2 | . | -2.7 | 0.9 | -7.9 | . | 0.5 | .
O=C(NCc1cccnc1)C1CC(c2ccc(F)cc2)=NO1 (configuration not stated) | 1.4 | -10.3 | -7.7 | -6.2 | . | . | 0.8 | 7.0 | -13.9
COC(=O)C1CCCN1C(=O)COc1ccc(Cl)cc1Br (configuration not stated) | -0.9 | -1.2 | -1.7 | -3.8 | -0.1 | 4.7 | -0.5 | 0.4 | -5.7
O=C(Nc1cccc(Cl)c1)OCc1cnc(Cl)s1 | 0.4 | -0.3 | -18.2 | -3.9 | 3.4 | -2.5 | -0.9 | -3.1 | -4.3
COc1cccc(CC(NC(C)=O)C(=O)NC2CCN(S(=O)(=O)c3ccc(C)cc3)CC2)c1OC (configuration not stated) | 2.0 | 5.9 | -8.0 | -9.7 | 3.7 | 13.0 | 0.1 | -8.6 | -1.6
COc1cccc(C2C(C(C)=O)=C(O)C(=O)N2Cc2ccco2)c1 (configuration not stated) | 0.2 | -5.8 | -6.9 | -2.1 | -0.7 | 8.4 | -0.1 | 5.2 | 0.3
O=C(NCCCn1ccnc1)c1ccco1 | 1.2 | -8.7 | -1.4 | -6.3 | 9.1 | 3.0 | 0.2 | 10.6 | -4.8
COCC(=O)n1nc(-c2ccc(C)cc2)nc1NCc1ccc(F)cc1 | . | -6.0 | . | -5.1 | -0.6 | -23.6 | . | 6.9 | .
COc1ccc(Nc2nc(C(F)(F)F)nc(C)c2C#N)cc1 | -2.3 | 6.9 | -2.1 | -8.4 | -1.9 | -14.9 | -1.5 | 1.1 | -11.5
NC(N)=NS(=O)(=O)c1ccc(NC(=S)NC(=O)Cc2ccc(Cl)cc2)cc1 | -1.0 | -1.1 | -2.0 | -10.8 | 1.2 | 1.7 | 1.2 | 2.7 | 2.9
O=C(O/N=C/c1ccc(Br)cc1)c1ccc(F)cc1 | -0.9 | 0.3 | -12.3 | -2.8 | 4.7 | 2.2 | 0.6 | -1.6 | 23.6
COC(=O)c1sccc1NC(=O)CSc1ccccc1NS(=O)(=O)c1ccc(Cl)cc1 | -1.7 | -1.5 | -19.0 | -2.2 | -0.2 | 33.8 | 2.1 | 1.4 | 2.3
Cc1cc(C)n(CCNC(=O)c2cc(COc3c(F)cccc3F)on2)n1 | -0.1 | 12.0 | -4.0 | -0.1 | 1.5 | 1.6 | 0.1 | 1.3 | -6.2
Cc1cc(C)c(Cn2cnc3ccccc32)c(C)c1 | -0.6 | 5.1 | -12.7 | -9.5 | 22.1 | 6.0 | 0.0 | -10.2 | -21.5
S=C(NCCc1ccc(Cl)cc1)NCc1ccccc1 | -0.2 | -10.3 | -7.8 | -0.1 | . | . | 0.9 | 13.7 | 0.6
O=C(NCc1cccs1)Nc1cccs1 | -0.6 | -12.2 | 1.3 | -3.2 | 4.0 | 4.6 | 8.7 | 7.1 | -10.0
CC(C)(C)C(=O)COC(=O)c1ccccc1O | -0.5 | -3.4 | -3.1 | -5.5 | 5.8 | -3.9 | 0.2 | 4.5 | -2.6
CC1(C)Oc2ccc3ccc(=O)oc3c2/C(=C/NNC(N)=S)C1=O | -1.3 | -2.8 | -2.0 | -4.7 | -1.0 | 7.4 | -0.4 | 7.3 | -9.4
CCOC(=O)CC1C(=O)NC2CCCCC2N1C(=O)Nc1ccc(Cl)cc1 (configuration not stated) | 5.4 | 4.5 | -5.5 | -1.0 | 10.4 | -7.7 | 3.5 | -9.2 | 3.5
COc1ccc(CNc2oc(COc3ccccc3)nc2C#N)cc1 | -2.4 | -5.9 | -17.1 | -2.8 | -1.6 | 4.2 | 0.9 | 3.1 | -16.1
O=C(CSc1nc(-c2ccccc2)c(-c2ccccc2)o1)N1CCCCC1 | . | -4.6 | . | -5.8 | 0.7 | -21.5 | . | -1.9 | .
N=c1sc2ccccc2n1-c1ccccc1 | -0.5 | 20.1 | -5.4 | -1.2 | . | . | -0.4 | -8.3 | -12.7
O=C(COC(=O)c1ccc([N+](=O)[O-])o1)Nc1ccc2c(c1)OC(F)(F)O2 | . | 2.8 | . | -3.1 | 4.5 | -3.0 | . | 0.1 | .
CCOC(=O)CC(=O)CSc1nc(-c2ccccc2)cc(-c2ccc(Cl)cc2)c1C#N | -0.5 | 0.8 | -3.5 | 10.6 | 9.3 | 20.5 | -0.7 | 14.6 | -4.8

Next results.
SMILES | OXTR ag | M1 antag | OXTR potentiator | CHRM1 agonist | TAAR1 ag | TAAR1 antag | V1aR counter | CHRM1 PAM | CHO parental Ca
CSc1ncccc1C(=O)Nc1ccc(C)cn1 | 0.0 | 2.9 | -9.2 | -0.8 | -0.3 | -6.1 | -0.5 | 6.7 | -11.5
O=C(c1cccc(F)c1)N1CCC2(CC1)NCCc1[nH]cnc12 | 1.0 | 0.6 | 3.2 | -4.2 | -0.2 | -19.1 | 0.4 | 3.1 | -3.5
O=C(OCCCc1cc2ccccc2c(=O)o1)N1CCOCC1 | 3.0 | -0.3 | -3.7 | -2.8 | 3.7 | 2.6 | 1.9 | 2.9 | -1.9
CCSC1=N/C(=C\C=C2/Oc3ccccc3N2CC)C(=O)S1 | 11.1 | 3.3 | -7.3 | 3.7 | 6.4 | 0.3 | 22.6* | 0.6 | 12.5
CC1(C)C2CCC1(CS(=O)(=O)N1CCCC1C(=O)O)C(=O)C2 (configuration not stated) | 1.0 | -10.9 | 5.0 | 2.5 | 3.2 | -20.5 | 0.7 | 7.8 | -6.5
Cc1ccc(S(=O)(=O)N2CCN(C(=O)COC(=O)c3cnc(C)cn3)CC2)c(C)c1 | -1.7 | -8.2 | -8.0 | -4.6 | -0.9 | -30.5 | -1.5 | 13.8 | -9.9
N#Cc1sc2nc(-c3cccs3)cc(-c3ccc(Cl)cc3)c2c1N | 0.5 | 0.6 | -3.4 | -1.5 | 0.8 | 8.3 | 0.4 | -1.2 | -21.4
O=C(c1ccc(Cl)cc1Cl)N1CCSCC1 | -1.3 | 16.0 | 3.5 | -2.7 | 1.3 | -12.4 | -0.2 | -2.9 | -0.1
CCNCc1nc2cc(OC)c(OC)cc2c(=O)[nH]1 | 1.1 | 0.1 | -3.5 | -0.4 | 0.5 | 8.8 | 1.0 | 11.6 | -0.7
CCNC(=O)NC(=O)C(C)OC(=O)c1ccc(-n2nc(SC)sc2=S)cc1 (configuration not stated) | -2.0 | 0.1 | -9.9 | -9.6 | 3.1 | -40.9 | 0.7 | -7.6 | -18.2
COc1ccc(C)cc1S(=O)(=O)N1CCN(C)CC1c1ccccc1 (configuration not stated) | -0.3 | -16.0 | 0.6 | -2.6 | 5.6 | -6.6 | 0.5 | 10.0 | -2.0
COc1ccc(Nc2sc(C(=O)c3ccc(Cl)cc3)c(N)c2C(=O)Nc2ccccc2OC)cc1 | 47.2* | 44.0* | -26.0 | 38.6* | 106.6* | 72.6* | 40.3* | -5.4 | 70.6*
CCOC(=O)c1cnc(-n2nc(C)cc2C)nc1NCCO | -0.1 | -10.2 | 0.9 | -4.3 | 7.7 | -2.0 | 0.8 | 8.0 | 10.9
CC(C)C(=O)N1CCN(c2ccccc2N)CC1 | -0.5 | -8.3 | -3.5 | -4.0 | 1.6 | -27.6 | -0.4 | 5.2 | -0.2
CCCCOC(=O)c1ccc(NC(=O)C(=O)NCC2CCCO2)cc1 (configuration not stated) | 7.4 | -5.2 | -15.3 | -0.1 | 4.0 | 10.0 | 6.4 | 5.1 | 0.0
O=C(COC(=O)c1ccc2c(c1)OCCO2)Nc1cc(Cl)ccc1Cl | -1.4 | 0.9 | -9.5 | -5.5 | 1.0 | -1.4 | 0.4 | -6.2 | -7.6
NC(=O)Cn1c(=O)n(Cc2ccco2)c(=O)c2c3c(sc21)CCCCC3 | -1.5 | -3.1 | 1.9 | -9.7 | 7.1 | 7.6 | 0.0 | -0.4 | -10.2
Cc1c(CN2CCCC(C(=O)c3cccc(Cl)c3)C2)c(=O)n(-c2ccccc2)n1C (configuration not stated) | 5.5 | 27.6* | -11.3 | -12.9 | 1.7 | -7.2 | 0.2 | -34.3 | -29.7
COC(=O)CN1C(=O)CSc2ccc(S(=O)(=O)N3CCC(C)CC3)cc21 | . | -8.4 | . | -4.8 | -1.2 | 13.7 | . | 4.6 | .
O=C(Cc1cccs1)N1CCN(c2ccccn2)CC1 | -0.2 | -13.2 | -6.8 | -4.6 | 2.0 | 2.9 | 0.1 | 2.7 | -0.5
CN(C(=O)COC(=O)c1ccccc1Nc1ccccc1)c1c(N)n(Cc2ccccc2)c(=O)[nH]c1=O | -0.4 | -8.5 | -11.0 | -5.4 | 1.4 | -16.7 | 0.0 | 5.9 | -17.9
Cc1ccc(S(=O)(=O)N2CCN(C(=O)CCn3nc(C)c(C)c3C)CC2)cc1C | 3.5 | -11.8 | -6.8 | -2.2 | -4.3 | 14.7 | 1.9 | 15.8 | -4.1
c1ccc(-c2nc3ccccn3c2-c2ccccc2)cc1 | -3.3 | -21.7 | -3.4 | -5.4 | 8.6 | -74.5 | -0.9 | 10.9 | -12.2
O=C(CSc1ccccc1F)NCC1(N2CCCCC2)CCCCC1 | 0.0 | -5.2 | -5.2 | -7.8 | 2.1 | 0.4 | 0.1 | 5.9 | -17.0
O=C(Cc1nnc(NC(=O)Nc2ccc(Cl)cc2)s1)NCc1ccccc1 | 1.0 | -9.8 | -2.6 | 6.8 | 19.1 | 29.6 | 0.6 | 19.3 | 0.1
CC(C)Cn1c(N2CCN(C(=O)c3cccs3)CC2)nc2ccccc21 | -1.4 | -8.3 | -19.5 | -2.9 | 10.9 | 2.4 | 0.1 | 4.4 | -32.2

One compound at a time (already shown). Order of screens: OXTR ag, M1 antag, OXTR potentiator, CHRM1 agonist, TAAR1 ag, TAAR1 antag, V1aR counter, CHRM1 PAM, CHO parental Ca
CCNC(=O)NC(=O)C(C)OC(=O)c1ccc(-n2nc(SC)sc2=S)cc1 (configuration not stated) is listed as -2.0, 0.1, -9.9, -9.6, 3.1, -40.9, 0.7, -7.6, -18.2
N#Cc1sc2nc(-c3cccs3)cc(-c3ccc(Cl)cc3)c2c1N is listed as 0.5, 0.6, -3.4, -1.5, 0.8, 8.3, 0.4, -1.2, -21.4

Source: PubChem BioAssay
